GAA glycogen mod – qHTS Assay for Inhibitors and Activators of Human alpha-Glucosidase Cleavage of Glycogen | Lysosomal alpha-glucosidase (Homo sapiens), P10253 | recombinant GAA, glycogen substrate, Amplex Red glucose oxidase fluorescence | Potency, µM (titrated, usually from 76.4 µM), for the others: top-dose activity change, negative = inhibition, most hits filed as inhibitors | 300,000 tested, 0.38% active | AID 2100, 2009;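 also: 0% = full enzyme reaction and -100% = no-enzyme basal signal; the screen sought inhibitors and activators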
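qHTS, 1536-well; enzyme 4 nM final; cpd up to 77 uM; substrate bovine liver glycogen 30 ug; 50 mM citrate/phosphate pH 5.0, 0.01% Tween-20; 37 C, 40 min; Amplex Red detection 45 min RT; Hill fit → AC50.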
Tau fluor counter – Counterscreen qHTS for Inhibitors of Tau Fibril Formation, Fluorescence Polarization | tau K18 P301L Alexa594 fluorescence, heparin fibrillization | Potency, µM (highest dose often 57.7 µM), for the others: top-dose activity change, negative = decrease | 280,000 tested, 0.93% active | AID 1463, 2008; also: % is scaled to controls: 0 for no effect and ±100 for the full control effect; nearly all actives have a fitted effect of over 55% in size
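Human tau K18 P301L (15 uM unlabeled, 0.24 uM Alexa 594-labeled) in 100 mM sodium acetate pH 7 with 20 uM heparin, 6 hr at 37 C. ThT 30 uM added, 1 hr ambient; Alexa 594 FP and total fluorescence read at 555/632 nm.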
aGal spleen mod – qHTS Assay for Inhibitors and Activators of Human alpha-Galactosidase From Spleen Homogenate | Alpha-galactosidase A (Homo sapiens), P06280 | AID 2107, 2009 | human spleen homogenate, 4MU-alpha-Gal fluorescence, 40 min | 240,000 tested, 0.008% active | Potency, µM (highest dose often 80 µM), for the others: at the top dose activity change, negative = inhibition, most hits filed as inhibitors;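 also: 0% = enzyme with vehicle and -100% = no enzyme basal signal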
Target sequence (P06280 32-429 limits assumed): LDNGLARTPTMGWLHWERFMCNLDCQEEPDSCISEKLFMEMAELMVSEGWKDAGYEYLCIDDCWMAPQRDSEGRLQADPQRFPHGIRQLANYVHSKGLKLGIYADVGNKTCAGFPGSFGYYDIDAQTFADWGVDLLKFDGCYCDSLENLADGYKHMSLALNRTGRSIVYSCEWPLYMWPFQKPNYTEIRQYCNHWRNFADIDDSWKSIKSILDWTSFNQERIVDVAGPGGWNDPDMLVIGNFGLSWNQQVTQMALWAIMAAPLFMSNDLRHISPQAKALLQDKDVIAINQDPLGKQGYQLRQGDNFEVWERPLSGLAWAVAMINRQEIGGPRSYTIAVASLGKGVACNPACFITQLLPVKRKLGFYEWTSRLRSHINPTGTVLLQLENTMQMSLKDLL
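Human spleen homogenate (1 ug) as enzyme source, 4-methylumbelliferyl-alpha-D-galactopyranoside 1 mM final, citrate/phosphate pH 5.0 with 0.01% Tween-20. Compounds 40 min at 37C, NaOH/glycine stop; fluorescence Ex 365/Em 440, Hill-fit AC50.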
aGlu spleen mod – qHTS Assay for Inhibitors and Activators of Human alpha-Glucosidase From Spleen Homogenate | Lysosomal alpha-glucosidase (Homo sapiens), P10253 | human spleen homogenate, 4-MU-alpha-glucoside fluorescence | Potency, µM (titrated, usually from 79.9 µM), for inactives: at the top dose activity change, negative = inhibition, usual class: inhibitors | 240,000 tested, 0.006% active | AID 2112, 2009;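 also: 0% = enzyme with vehicle and -100% = no enzyme basal signal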
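Enzyme source: human spleen homogenate, 1 ug/well. Buffer 50 mM citric acid/K phosphate pH 5.0, 0.01% Tween-20. 4-MU-alpha-glucoside 1 mM; 37 C x 40 min; NaOH/glycine stop; fluorescence.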
HTT ATP protect – qHTS Multiplex Assay to Identify Dual Action Probes in a Cell Model of Huntington: Cytoprotection (ATP). PC12 HTT-Q103 induced, cytoprotection, ATP luminescence, 40 h. Potency, µM (series often up to 56.4 µM), for inactives: cytoprotection (ATP increase), hits mostly activators. 230,000 tested, 0.14% active. AID 1471, 2008;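 also: % of control where 0% means no effect; nearly all actives have a fitted effect of over 45% in size; toxic huntingtin expression switched on by the ecdysone agonist tebufenozide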
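Quantitative HTS on tebufenozide-induced (100 nM) PC12 cells expressing HTTQ103 exon 1–GFP; compounds tested as a concentration series; survival measured via cellular ATP.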
GAA inh – qHTS Assay for Inhibitors of Human alpha-Glucosidase as a Potential Chaperone Treatment of Pompe Disease; Lysosomal alpha-glucosidase (Homo sapiens), P10253; purified human GAA, 4-MU-alpha-glucoside fluorescence; Potency, µM (top dose mostly 76.9 µM), for the others: at the top dose activity change, negative = inhibition, hits mostly inhibitors; 200,000 tested, 0.005% active;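 also: plate controls were uninhibited enzyme wells for no effect and no-enzyme background for full effect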
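Read-out is 4-methylumbelliferone fluorescence (Ex 365/Em 440 nm) after NaOH/glycine stop at pH 10. Enzyme 4 nM, substrate 400 uM, pH 5.0 citrate buffer, 20 min room temperature; AC50 from Hill-equation concentration-response.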
Tau fibril FP – qHTS for Inhibitors of Tau Fibril Formation, Fluorescence Polarization; K18 P301L tau heparin fibrillization, Alexa594 FP, 6 h; Microtubule-associated protein tau (Homo sapiens), P10636; 280,000 tested, 0.39% active; Potency, µM (highest dose often 57.7 µM), for the others: at the highest dose activity, negative = inhibition, hits mostly inhibitors; also: % is scaled to controls: 0 for no effect and ±100 for the full control effect; nearly all actives have a fitted effect of over 55% in size
Target sequence (P10636 561-689 P618L limits assumed): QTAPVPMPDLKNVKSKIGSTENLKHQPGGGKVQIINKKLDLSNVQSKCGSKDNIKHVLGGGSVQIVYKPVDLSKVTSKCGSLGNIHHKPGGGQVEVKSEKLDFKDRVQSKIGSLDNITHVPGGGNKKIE
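FP of Alexa 594-tau after heparin (20 uM) induction. Substrate: human K18 P301L, 15 uM unlabeled, 0.24 uM labeled. Buffer 100 mM sodium acetate pH 7. 6 hr, 37 C.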
Tau fibril ThT – qHTS for Inhibitors of Tau Fibril Formation, Thioflavin T Binding; 270,000 tested, 2.1% active; recombinant tau K18 P301L, heparin-induced fibrillization, ThT fluorescence; Potency, µM (top dose mostly 57.4 µM), for the others: at the top dose activity, negative = inhibition, actives largely listed as inhibitors; AID 1460, 2008; also: % is scaled to controls: 0 for no effect and ±100 for the full control effect; nearly all actives have a fitted effect of over 55% in size
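ThT emission at 510 nm, taken 1 hr after adding 30 uM dye, quantifies aggregates formed when 20 uM heparin acts on human tau K18 P301L for 6 hr at 37 C.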
* = called active by the depositor; u = inconclusive; x = not tested or not shown; & = joins results of further samples; [ ] = dose if it differs, or a comment. Calls follow the shape of the dose curve; as a rule, active = well fitted curve in the direction sought with a large enough effect; inconclusive = small, poorly fitted or top-dose-only effect, or another doubt; inactive = no such curve, though single readings can be large; an effect the other way counts as inactive or inconclusive. Potency is read from the fitted curve at half-maximal effect. Random draw from the library. About 3.3% of those tested had a hit in this group.

Compound	GAA glycogen mod	Tau fluor counter	aGal spleen mod	aGlu spleen mod	HTT ATP protect	GAA inh	Tau fibril FP	Tau fibril ThT
CC1C=CCC2C(=O)N(c3ccccc3OC(=O)c3cccs3)C(=O)C12 (stereo not drawn)	8%	2%	-6%	-3%	-12%	2%	9%	-2%
O=C(CCn1c(=O)c2ccccc2n(CC(=O)NC2CCCC2)c1=O)NCc1ccco1	1%	-4%	-10%	-11%	-6%	-4%	0%	-3%
C/C(CC(=O)NCCCN1CCOCC1)=N\NC(=O)COc1ccc(Cl)cc1	-4%	-1%	-7%	-12%	-62%[inhibitor]	-8%	-3%	u
Cc1cc(C)n2cc(COc3ccc4ccccc4c3)nc2n1	-1%	2%	3%	4%	x	-5%	0%	u
CC1(C)Cc2c(sc3nc(-c4cc5ccccc5o4)n(N)c(=O)c23)CO1	-14%	-11%	-4%	-4%	1%	0%	8%	u
O=C(NCCCn1ccnc1)C(=O)NCC1OCCN1S(=O)(=O)c1cc(F)ccc1F (stereo not drawn)	4%	1%	2%	4%	-6%[10 µM]	x	-5%	x
COc1ccc(/C=C/C(=O)c2c(O)cc(C)oc2=O)c(OC)c1	-3%	-6%	-1%	-5%	-90%[inhibitor]	-13%	3%	-17%
C(=N\Nc1nc2ccccc2[nH]1)/c1cccc2nccnc12	u	-29%	3%	-23%	-62%[inhibitor][10 µM]	x	3%	x
C=CCC(Nc1ccccc1)C12C=CC(O1)C(C(=O)OC)=C2C(=O)OC (stereo not drawn)	-2%	-30%	2%	0%	14%[1.9 µM]	-3%	-1%	7.9µM*
Cc1cc(C(=O)Nc2cc(C(C)(C)C)on2)c(C)o1	-7%	-17%	6%	1%	-9%[10 µM]	4%	3%	-11%
COc1ccc2oc(C)c(C(=O)NN)c2c1	u	-14%	10%	0%	2%	u	0%	-18%
CCCc1cc(=O)n2[nH]c(NC(=O)c3ccccc3Cl)nc2n1	14%[76.3 µM]	4%	x	x	x	x	5%	3%
O=C(Cc1ccc(-n2cccc2)cc1)NC1CCCCC1	-5%	-9%	-4%	0%	-16%	0%	-1%	-9%
CN(C)CCNC(=O)c1ccccc1	3%	-6%	-1%	-8%	8%	-4%	-6%	-5%
CC(C)CCNC1=CC(=O)CC(c2ccccc2)C1 (stereo not drawn)	0%	-7%	-4%	0%	-8%[10 µM]	-4%	-1%	-5%
COc1ccccc1-n1cccc1C=O	20%	-3%	4%	8%	0%[10 µM]	u	-2%	0%
CCc1cccc(CC)c1NC(=S)NCc1nc2ccccc2[nH]1	3%	-2%	-11%	1%	25%	-1%	-7%	-4%
COCc1[nH]c(=S)c(C#N)cc1C(=O)OC	-8%	1%	-7%	-19%	13%[10 µM]	x	-4%	u
CC1=CC(C)(C)N2C(=O)C3(SCC(=O)N3c3ccc(F)cc3)c3cc(C)cc1c32 (stereo not drawn)	-14%	-7%	13%	0%	15%	-6%	6%	-18%
COC(=O)NNS(=O)(=O)c1ccc(C)cc1	-1%	-2%	5%	1%	x	-12%	-1%	2%
N#Cc1cn(Cc2ccccc2)c(=O)[nH]c1=O	1%	13%	-7%	-6%	2%	5%	7%	5%
CCOC(=O)C1CCCN(C/C=C/c2ccccc2[N+](=O)[O-])C1 (stereo not drawn)	-3%	3%	-10%	-4%	-14%	-9%	7%	1%
O=C(O)CCCNC(=O)Nc1ccccc1	9%	-7%	9%	2%	x	2%	-8%	-4%
Cc1ccc(-n2cc(-c3ccccc3)nc2S(=O)(=O)CC(=O)Nc2ccc(F)cc2)cc1	-15%[76.3 µM]	u	x	x	x	x	u	-12%
COCC(=O)OCC(=O)Nc1cc([N+](=O)[O-])ccc1Cl	6%	1%	3%	x	-30%[inhibitor]	-1%	0%	2%
CC(=O)OC1CC[C@@]2(C)C3CC[C@@]4(C)C(CC5O[C@@]6(CCC(C)CO6)C(C)C54)C3CC[C@@H]2C1 (stereo partly drawn)	x	-10%	-4%	5%	11%	x	1%	-6%
O=C(Cn1cc(SCc2ccc(F)cc2)c2ccccc21)N1CCCCCC1	12%[76.3 µM]	-24%	x	x	x	x	2%	-15%
COCCn1c(COc2ccc(OC)cc2)nc2ccccc21	-2%	0%	-9%	-19%	-56%[inhibitor][0.074 µM]	-4%	3%	-7%
O=C(Nc1ccc(N2CCN(C(=O)c3ccco3)CC2)c(Cl)c1)c1cccnc1	-15%	-20%	1%	1%	-18%	5%	12%	u
Brc1ccccc1-n1nnc(-c2cccnc2)n1	8%	-15%	9%	1%	-10%[10 µM]	x	13%	-10%

Single records, from the list above. Screens in order: GAA glycogen mod	Tau fluor counter	aGal spleen mod	aGlu spleen mod	HTT ATP protect	GAA inh	Tau fibril FP	Tau fibril ThT
COc1ccc(/C=C/C(=O)c2c(O)cc(C)oc2=O)c(OC)c1 is entered as -3%	-6%	-1%	-5%	-90%[inhibitor]	-13%	3%	-17%
C=CCC(Nc1ccccc1)C12C=CC(O1)C(C(=O)OC)=C2C(=O)OC (stereo not drawn) is entered as -2%	-30%	2%	0%	14%[1.9 µM]	-3%	-1%	7.9µM*
COc1ccccc1-n1cccc1C=O is entered as 20%	-3%	4%	8%	0%[10 µM]	u	-2%	0%

Following part
Compound	GAA glycogen mod	Tau fluor counter	aGal spleen mod	aGlu spleen mod	HTT ATP protect	GAA inh	Tau fibril FP	Tau fibril ThT
COCCn1cc(C(=O)N2CCCC(C)C2)c2c3ccccc3n(C)c2c1=O (stereo not drawn)	-9%	-6%	u	17%	-26%	u	-4%	-5%
COCCCn1c2nc3ccccc3nc2c2c(=O)n(Cc3ccc(Cl)cc3)c(C)nc21	-5%	-12%	-16%	4%	-5%[0.074 µM]	u	0%	-12%
COc1nc(N=C(N)N)nc2ccc(C)cc12	-5%	-8%	1%	-1%	4%[10 µM]	0%	-10%	-9%
CC(/C=N\NC(=O)Cn1c(C)nc2ccccc21)=C\c1ccccc1	2%	-4%	-4%	-12%	-39%[inhibitor]	1%	-1%	-7%
COC(=O)/C=C1/C(=O)N/C(=N\c2nc(C)cc(C)n2)N1c1ccc(OC)cc1	1%	0%	4%	2%	7%[10 µM]	-7%	-5%	-5%
O=C(CN1C(=O)c2ccccc2C1=O)Nc1ccc(S(=O)(=O)NCC2CCCO2)cc1 (stereo not drawn)	-3%	2%	-7%	-2%	-6%[10 µM]	-6%	-10%	6%
O=c1cc(-c2ccccc2[N+](=O)[O-])oc2ccccc12	21%	-2%	1%	4%	-6%[10 µM]	u	5%	-3%
O=C(Nc1nccs1)C1CCN(S(=O)(=O)c2c(Cl)cccc2Cl)CC1	-11%	-13%	6%	-3%	13%	u	9%	2%
O=C1CCCN=C(Nc2ccc(F)c(Cl)c2)S1	3%	-12%	3%	4%	12%[10 µM]	x	-5%	-9%
COC(=O)N[C@@H](/C=C/c1ccccc1)C[N+](=O)[O-]	x	-5%	-4%	-8%	u	x	-5%	1%
Cc1cc(C)c(C(=O)COC(=O)Cn2cnnn2)cc1C	11%	3%	-4%	1%	-13%[10 µM]	-3%	7%	-7%
Cc1nn(C)cc1CN(C)C(=O)CCc1nnc(CCC2CCCCC2)o1	-6%	4%	0%	4%	-2%[10 µM]	9%	-7%	-1%
CC(C)NC(=O)c1ccc(-n2c(-c3ccccc3)cc3c2CCCCC3)cc1	15%[76.3 µM]	u	x	x	x	x	13µM*	9%
COc1cc(Nc2ccccn2)cc(C(=O)Nc2cccc(C(F)(F)F)c2)c1	-9%	14µM*[quencher]	19%	2%	5%[10 µM]	x	-13%	-17%
Cc1cc(Br)cc(C)c1NC(=O)c1ccc(C#N)cc1F	12%	1%	-4%	-2%	0%	6%	-2%	2%
C=CCNC(=O)NC(=O)c1csc([N+](=O)[O-])c1	2%	4%	1%	0%	13%[10 µM]	x	7%	x
Cc1ccc(-c2[nH]c3ccccc3c2SCCNC(=O)c2ccc(S(=O)(=O)N3CCOCC3)cc2)cc1	3%[76.3 µM]	3.5µM*[quencher]	-10%	-1%	x	-10%	2%&9%	-4%&-18%
COc1cc(OC)c(C2=NOC(C(=O)N3CCN(C(=O)c4ccco4)CC3)C2)cc1Cl (stereo not drawn)	-14%	-16%	7%	6%	-13%	5%	0%	u
CCn1c(SCC(=O)NC2CCCC2)nnc1-c1c[nH]c2ccccc12	2%	0%	-1%	-3%	10%[10 µM]	u	3%	-15%
CC1Cc2ccccc2N1C(=O)CSc1nnc2sc3ccccc3n12 (stereo not drawn)	-13%	-16%	4%	-13%	-19%	0%	-5%	-9%
COc1ccc(OCC(=O)Nc2nnc(-c3ccco3)s2)cc1	-8%	u	-1%	-2%	x	1%	-5%	u
COc1ccc(NC(=O)c2cccc(Cn3cc(Br)c([N+](=O)[O-])n3)c2)c(C)c1	-2%	-21%	8%	0%	u	1%	u	0%
COc1ccc(C2N(c3ccccc3)C(=S)N3CCCN23)cc1 (stereo not drawn)	1%	6%	3%	1%	15%[0.074 µM]	-3%	3%	5%
CC(C)c1ccc(NC(=O)COC(=O)C2=COCCO2)cc1	2%	-1%	1%	-25%	-13%	12%	-2%	-9%
CCOC(=O)c1sc(Nc2nc(OC)cc(OC)n2)nc1C	-11%	-8%	-9%	-1%	-5%[10 µM]	x	1%	u

Source: PubChem BioAssay
